Source: PubChem (several laboratories)
Tat export inh = E. coli Tat transport inhibition | actives 0.036% (n = 340,000) | inhibition, % at 10 µM | E. coli MC4100 TorA-mCherry Tat export, fluorescence | AID 488895;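 active means mean replicate inhibition at least 50% and at least half of replicates individually reaching 50%; inconclusive means only one of the two criteria met; inactive means neither criterion met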;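 further: exported cargo escapes ClpAP degradation while cytoplasmic cargo is degraded and loses fluorescence; 0% = median of neutral control wells and 100% = median of NaSCN control wells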
CAL PDZ FP-1 = blocks peptide binding to the human CAL PDZ domain; Q9HD26; purified CAL PDZ, TMR-peptide fluorescence polarization, 1 h; inhibition, % at 24.9 µM; actives 0.92% (n = 300,000); AID 602252;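 active means mean inhibition of at least 30% with at least half of replicates also reaching 30%; inconclusive means no clear call, values can overlap the other calls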;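 further: 0% = DMSO neutral control and 100% = excess unlabeled competitor peptide PRC23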
V-ATPase pH = yeast V-ATPase proton transport regulation by pHLuorin; actives 0.37% (n = 350,000); response, % at 10 µM; S. cerevisiae, pHLuorin cytosolic pH fluorescence; AID 504577; in the data active means response mostly above about 7.3%, no sharp cut-off; inactive means mostly below about 5.4%; further: actives read high; inactives centre near 0; some compounds called inactive have numbers as strong as hits
Wnt act = Wnt/beta-catenin pathway activation; activation, % at 9.35 µM; Wnt/beta-catenin reporter cell assay, activator, plate reader; actives 1.2% (n = 300,000); in the data active means activation above about 30%, passing the limit was not always enough; inconclusive means no clear call, values can overlap the other calls;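 further: 0% = neutral control wells and 100% = positive control wells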
cardiac RTF act = cardiac RTF calcium sensitization | P19429+P45379 | IANBD-labeled TnC RTF fluorescence at EC20 calcium; 0% EC20 calcium, 100% full calcium | activation, % at 7.2 µM | actives 0.24% (n = 340,000);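 active means activation above the mean over all tested compounds plus 3 SD, cut at about 30% in these data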;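 further: rise in fluorescence read as greater calcium sensitivity of cardiac thin filaments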
MITF TRPM1 HTS = increases MITF-driven TRPM1 promoter luciferase signal. SK-MEL-5 TRPM1-promoter luciferase, 24 h; % of positive control, neutral wells = 0. activation, % at 12.5 µM. actives 0.75% (n = 300,000). AID 588334;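 active means mean activation of at least 80% with every replicate also reaching 80%; inconclusive means mean reaches 80% but some replicate falls short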;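 further: 0% = neutral control wells and 100% = parthenolide positive control wells; values of inactives mirror those of a sister screen read the other way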
CAL PDZ FP-2 = blocks peptide binding to human CAL PDZ domain; purified CAL PDZ, TMR-peptide fluorescence polarization, 1 h; actives 0.02% (n = 330,000); AID 504414; inhibition, % at 20 µM;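 active means highest replicate inhibition of at least 40%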;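 further: plate controls were DMSO neutral control wells for no effect and unlabeled competitor peptide control wells for full effect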
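Test system: purified CerCALP PDZ construct; Compound dosing: one concentration, 20 µM compound; Also added: TMR-labelled reporter peptide T*-PRC34 bound in PDZ groove; Read-out: inhibition from polarization loss; Controls: unlabelled peptide and DMSO controls; Signal: FP readout, S and P plane fluorescence; Incubation: 1 h at RT.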
Rtt109 HAT inh = C. albicans Rtt109 histone acetyltransferase inhibition; AID 540336; actives 0.16% (n = 330,000); purified Rtt109/Vps75, ThioGlo CoA-SH fluorescence, 4 h; inhibition, % at 34.9 µM; Q5AAJ8;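 active means inhibition of at least 50% in every replicate; inconclusive means best replicate reaches 50% inhibition but some replicates fall short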
Target sequence (Q5AAJ8 whole entry, looked up): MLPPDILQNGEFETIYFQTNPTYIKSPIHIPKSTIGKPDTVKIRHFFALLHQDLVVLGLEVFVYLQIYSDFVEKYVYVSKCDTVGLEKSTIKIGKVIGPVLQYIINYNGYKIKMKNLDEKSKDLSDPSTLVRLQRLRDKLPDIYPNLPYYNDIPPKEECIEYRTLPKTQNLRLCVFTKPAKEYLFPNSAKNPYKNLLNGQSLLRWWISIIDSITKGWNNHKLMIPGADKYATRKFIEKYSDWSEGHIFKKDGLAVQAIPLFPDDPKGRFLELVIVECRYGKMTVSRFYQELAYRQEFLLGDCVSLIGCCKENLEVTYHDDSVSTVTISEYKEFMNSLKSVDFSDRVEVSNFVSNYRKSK
dFosB act = mouse delta FosB homodimer activation. P13346. purified delta FosB, TAMRA-CDK5 oligo fluorescence polarization; percent of positive-control signal above neutral wells. activation, % at 25 µM. actives 0.99% (n = 340,000). AID 493131;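 active means mean activation above about 17%, with every replicate also reaching it, limit read from the data, passing the limit was not always enough; inconclusive means only one of the two conditions met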;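 further: fluorescence polarization rise as delta FosB binds a TAMRA Cdk5 AP-1 oligo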
CDK5 p35 inh = CDK5/p35 (human) kinase inhibition | Q00535+Q15078 | Recombinant CDK5/p35, ADP-Glo luminescence, 60 min | inhibition, % at 10 µM | actives 0.01% (n = 330,000) | AID 488839;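 active means highest replicate inhibition of at least 50% and at least 75% of replicates reaching 50%; inconclusive means only one of the two criteria met; inactive means both criteria failed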;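 further: plate controls were DMSO neutral control for no effect and GW8510 at 10 µM for full effect; many of its hits are not listed in these tables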
Target sequence (Q00535 whole entry, looked up): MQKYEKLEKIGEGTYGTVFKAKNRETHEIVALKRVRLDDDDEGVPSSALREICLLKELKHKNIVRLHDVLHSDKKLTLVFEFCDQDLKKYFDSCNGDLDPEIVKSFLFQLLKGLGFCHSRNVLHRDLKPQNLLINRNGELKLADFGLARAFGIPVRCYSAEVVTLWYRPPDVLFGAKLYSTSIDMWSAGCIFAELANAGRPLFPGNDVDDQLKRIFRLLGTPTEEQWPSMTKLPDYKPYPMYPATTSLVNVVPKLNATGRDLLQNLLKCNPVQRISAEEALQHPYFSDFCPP
Target sequence (Q15078 whole entry, looked up): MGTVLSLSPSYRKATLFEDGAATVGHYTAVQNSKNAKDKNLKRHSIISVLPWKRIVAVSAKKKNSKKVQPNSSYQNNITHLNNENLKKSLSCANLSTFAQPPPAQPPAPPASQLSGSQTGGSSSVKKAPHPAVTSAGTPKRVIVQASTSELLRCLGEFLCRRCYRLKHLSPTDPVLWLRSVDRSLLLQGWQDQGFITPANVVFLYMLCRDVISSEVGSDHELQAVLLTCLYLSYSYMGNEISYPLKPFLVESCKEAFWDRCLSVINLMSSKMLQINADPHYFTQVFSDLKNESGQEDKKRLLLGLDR
An asterisk follows results filed as active; i = inactive; ? = inconclusive; / = not tested or not shown.

#	canonical_smiles	Tat export inh	CAL PDZ FP-1	V-ATPase pH	Wnt act	cardiac RTF act	MITF TRPM1 HTS	CAL PDZ FP-2	Rtt109 HAT inh	dFosB act	CDK5 p35 inh
1	CCCOc1ccc(N/C=C/C(=O)C(C)(C)C)cc1	8	4	0	4	-6	38	-2.9	/	-8	-1.0
2	O=C(CN(C(=O)c1csnn1)c1cccc(F)c1)NCc1ccc2c(c1)OCO2	-5	-4	4	27	9	4	-3.0	-13	-2	1.4
3	CN(c1ccc(C(=O)Nc2ccc(F)cc2F)cc1)S(=O)(=O)c1ccccc1	1	-3	-2	-2	1	4	-0.8	18	-10	-2.0
4	O=C(N/N=C/c1ccc(Cl)cc1Cl)Nc1ccccc1	-6	0	-4	/	-5	58	-0.8	2	10	1.7
5	COc1cccc(-c2nn(-c3ccccc3)cc2CN2CCCO2)c1	1	-3	0	0	0	1	1.1	7	-1	-3.5
6	Cc1cc(OCCCn2cnc3ccccc3c2=O)ccc1[N+](=O)[O-]	6	-3	1	-1	4	6	-0.6	3	-2	-3.9
7	O=C(NCc1csc(-c2cccs2)n1)C1CCC1	7	-5	-1	22	-1	/	-1.0	4	8	0.2
8	Cc1cc(OCC(=O)NCc2cccnc2)c2c(C)c(Cc3ccccc3)c(=O)oc2c1	7	5	0	0	9	-11	-2.0	-3	-12	-0.2
9	O=C1NC(=S)S/C1=C/c1ccc(N2CCOCC2)o1	i	-14	2	/	34*	4	-9.5	3	49*	5.6
10	N#C/C(=N\Nc1ccc(F)cc1)C(=N)N1CCCCC1	-1	-1	0	/	-3	114*	-3.4	6	-8	-2.9
11	Cc1ccc(CNC(=O)C2C3C=CC(C3)C2C(=O)O)cc1 (stereo unspecified)	6	-1	4	11	8	/	-2.2	0	8	0.5
12	C=CCn1cc(C(=O)NCCOC)c(=O)c2cc(S(=O)(=O)N3CCCCCC3)ccc21	-7	-5	2	-3	-2	-11	-2.3	-2	-3	/
13	CC(=O)c1cccc(NC(=O)C2(c3ccccc3)CC2(Cl)Cl)c1 (stereo unspecified)	0	-5	0	-2	-3	11	-2.6	0	-2	-4.8
14	O=c1c2cc3c(=O)n(CC4CCCO4)c(=O)c3cc2c(=O)n1CC1CCCO1 (stereo unspecified)	3	-1	1	/	4	4	-2.1	-1	-1	-0.8
15	Fc1ccc(CNCc2ccco2)cc1	-15	9	-3	-1	5	4	-0.5	-4	4	1.4
16	Cc1ccc(N2CC(C(=O)Nc3c(C)n(C)n(-c4ccccc4)c3=O)CC2=O)cc1 (stereo unspecified)	2	-8	0	0	6	3	-1.2	-2	10	-0.5
17	O=C(NCc1ccccn1)c1cn(CCc2ccccc2)nn1	0	-7	2	/	-5	-3	-3.9	-3	-6	-0.2
18	N/C(=N\OC(=O)CCC1CCCCC1)c1cccnc1	-10	/	-3	8	-4	26	-0.7	11	0	-0.1
19	O=C(NC(=S)Nc1ccccc1[N+](=O)[O-])c1ccco1	4	-4	-1	11	7	11	0.6	4	-11	-1.3
20	Cn1c(=O)cc(SCC(=O)N2CCCC2)c2ccc(Cl)cc21	-9	1	-2	/	1	4	-1.5	-8	-4	0.3
21	O=[N+]([O-])c1ccc(N/N=C/c2cccnc2)cc1	-4	-6	8	4	-5	22	39	0	-8	-2.0
22	Cc1c(CCC(=O)N[C@@H](CCCNC(N)=O)C(=O)O)c(=O)oc2cc3oc4c(c3cc12)CCCC4	3	-6	4	0	-2	-22	-5.3	2	-5	-1.4
23	COC(=O)c1cccnc1-n1c(=O)c2cccnc2n(Cc2ccc([N+](=O)[O-])cc2)c1=O	-4	3	-3	1	-3	14	-1.7	5	-4	-0.6
24	COc1ccc(Cl)cc1NC(=O)COC(=O)c1cc(NS(=O)(=O)c2cccs2)ccc1O	-13	-11	4	-2	0	0	-2.1	1	-9	1.4
25	CN1CCN(CCNC(=O)Nc2ccccc2[N+](=O)[O-])CC1	3	-4	-6	-1	4	-2	0.0	3	2	0.3
26	Cc1c(NC(=O)Cn2cc([N+](=O)[O-])cn2)c(=O)n(-c2ccccc2)n1C	-3	-1	1	-3	0	4	0.2	-2	-1	1.0
27	Cc1ccc2cc(CN(CC3CCCO3)S(=O)(=O)c3c(C)ccc4nsnc34)c(=O)[nH]c2c1 (stereo unspecified)	-3	-14	-3	/	5	-11	/	6	-12	-1.5
28	Cc1ccc(-n2c(C)cc(/C=N/NC(=O)Cn3c4ccccc4c(=O)c4ccccc43)c2C)cc1	-11	-1	-1	1	-2	-6	-3.5	2	3	-0.6
29	Oc1cc2ccccc2cc1-c1n[nH]c(=S)o1	5	0	0	/	3	2	-1.1	6	-4	2.9
30	CCC(=O)n1nc(-c2cccnc2)nc1NCc1ccc(F)cc1	-5	3	-1	0	2	-13	-0.3	8	-8	-2.0

#	canonical_smiles	Tat export inh	CAL PDZ FP-1	V-ATPase pH	Wnt act	cardiac RTF act	MITF TRPM1 HTS	CAL PDZ FP-2	Rtt109 HAT inh	dFosB act	CDK5 p35 inh
31	O=C(CSc1nnc(-c2cccnc2)s1)Nc1ccc(C(=O)O)cc1	0	-1	2	-3	-3	3	-2.2	5	-9	2.3
32	O=C(NCCOc1ccc(F)cc1)C1CCC(=O)N(CCCN2CCOCC2)C1 (stereo unspecified)	-1	-3	-1	1	-1	5	0.3	-6	-12	-1.5
33	CCn1cc([N+](=O)[O-])c(C(=O)Nc2ccn(Cc3ccccc3F)n2)n1	5	0	-4	/	1	-12	-0.3	-6	6	-1.0
34	COc1cc(S(=O)(=O)NCc2ccncc2)ccc1Br	-5	-4	1	-6	-2	-23	-0.4	3	-7	3.7
35	CN(C)/C=N/c1cc(=O)[nH]c(=O)n1C	-5	0	-1	-6	-1	-2	-0.4	-4	-4	-1.2
36	O=C(NC1CCCCC1)c1ccc(-c2ccc(Cl)cc2)o1	4	/	0	2	-1	111*	-2.5	4	-1	2.7
37	Cc1ccc(Cl)cc1N1CCN(C(=O)C2CCC(=O)N(C3CCCCCC3)C2)CC1 (stereo unspecified)	5	/	5	-6	1	-22	0.1	23	-13	-1.5
38	COc1ccccc1NC(=O)c1ccc(NC(=O)CSc2ncn[nH]2)cc1	-6	-4	-1	-2	2	-15	-0.3	26	-3	0.3
39	NC1=NC(=O)C(c2ccccc2)(c2ccccc2)S1	2	-1	0	-1	-3	-12	-0.2	0	-8	-1.8
40	Cc1cccc(NC(=O)c2nc[nH]c2C(=O)N[C@@H](C)C(=O)OC(C)(C)C)c1	4	4	-3	-4	4	10	0.2	15	-25	-0.3
41	O=C(NN=Cc1ccc(O)cc1)C(=O)NN=Cc1ccc(O)cc1	3	-3	-2	1	-1	9	-0.9	0	12	1.3
42	CNC(=S)N1N=C(c2ccccc2)CC1c1ccc(OC)c(OC)c1 (stereo unspecified)	2	-1	4	/	3	12	-2.1	34	3	-1.0
43	O=C1OC(CCl)CN1Cc1c(Cl)cccc1Cl (stereo unspecified)	-2	2	2	1	-3	/	-1.4	38	-5	0.1
44	CCN(CCN1CCCC1)C(=O)C1CCC(=O)N(CCCN2CCOCC2)C1 (stereo unspecified)	3	-4	0	-1	0	-1	-1.0	-8	-1	0.0
45	Cc1c(Cl)cnc(NC(=O)CSc2nnc3ccccn23)c1Cl	-8	-4	-1	5	6	23	-1.6	11	-6	1.8
46	CCOC(=O)c1c(C)n(C)c2ccc(OC)c(NC(=O)CN3CCN(C(=O)c4ccco4)CC3)c12	8	/	11	/	1	4	-2.4	0	0	-3.5
47	CN(CCc1ccccn1)C(=O)CCC1CCCN(C(=O)c2ccccn2)C1 (stereo unspecified)	7	-3	0	0	3	-3	-0.8	-9	-2	-0.3
48	O=C(COC(=O)/C=C/c1ccccc1)NNC(=O)c1ccc([N+](=O)[O-])cc1	-5	-4	-3	1	-10	-2	-1.7	-9	1	1.2
49	S=c1[nH]nc(Cc2cccs2)n1-c1ccccc1	6	-1	-1	-1	5	17	1.4	-4	-4	0.8
50	Cn1c(CNC(=O)c2ccco2)nnc1SCC(=O)Nc1cccc(F)c1	2	7	-2	1	-1	4	-0.8	-6	1	0.7
51	COc1ccc2c(OC)cc(=O)n(C)c2c1	-4	-5	0	11	1	-1	0.1	-1	-4	/
52	COc1ccc(-c2cc3cccc(OC)c3oc2=O)cc1	-2	-2	-2	?	8	35	-0.4	-5	-19	4.8
53	O=C(OCCCN=C1NS(=O)(=O)c2ccccc21)c1ccccc1	0	-1	-1	2	3	-11	-2.3	-7	-4	1.3
54	COc1ccc(-c2csc3ncnc(N4CCN(S(=O)(=O)c5ccccc5C#N)CC4)c23)cc1	0	-2	1	-3	0	-9	-2.6	0	0	-0.8
55	O=C(O)c1ccc(OS(=O)(=O)c2ccc(Cl)s2)c(Cl)c1	-4	-3	1	-1	0	/	-0.5	-3	2	-1.1
56	CCC1CCCCN1C(=O)N[C@@H](Cc1ccccc1)C(=O)O (stereo partly specified)	-13	-1	-1	/	-2	-12	-0.2	-7	4	-0.8
57	O=C(Nc1ccccc1Cl)N1CCN(C/C=C/c2ccccc2)CC1	4	-1	6	-2	8	1	0.1	0	-6	2.4
